# T cell modulator: modulates CD8 T cell binding to vesicles; 2C CD8+ T cell-vesicle binding, flow cytometry; active compounds read low; calls only at 7 µM; 0.068% of 330,000 active; AID 2052;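 active = response, share of CD8 T cells binding vesicles, and their 90th percentile fluorescence all below set limits, cut at about 80% in these data, passing the limit was not always enough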
#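 Test system: purified 2C TCR transgenic mouse naive CD8+ T cells. Probe or stimulus: QL9-peptide-loaded Drosophila micro-vesicles bearing Ld, ICAM-1 and B7-1. Incubation: binding step 1.5 h, 37 °C, antibody labelling 20 min, ice. Measured by: flow cytometry of vesicle-bound cells.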
# Dynein transport: dynein cargo transport inhibition | 3617.4 mouse cells, GR-EGFP nuclear translocation imaging; test concentration mostly 20 µM; stimulated with dexamethasone, 1 µM; active compounds read low | z-score, hits read low | 0.47% of 220,000 active | AID 1381;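 active = plate z-score of nuclear minus cytoplasmic receptor signal below a set negative limit, without overly bright fluorescence or cell loss, cut at about -3.5 in these data, passing the limit was not always enough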;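 note: z-score of nuclear minus cytoplasmic ring GR-EGFP intensity difference per well; some compounds called inactive have numbers as strong as hits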
#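 Buffer or medium – tet-free medium with charcoal-stripped serum · Signal – automated 10x imaging of fixed Hoechst-stained cells · Also added – dexamethasone agonist, 1.0 µM final, for 30 min · Incubation – induction 48 h, compound 1 h, agonist 30 min · Read-out – GR-EGFP nuclear translocation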
# MT stabilize HCS: stabilizes microtubules in HeLa cells | HeLa tubulin immunostaining HCS, 24 h; share of cells brighter than vehicle mean+2SD | % tubulin-high responders, % at 10 µM | 0.83% of 200,000 active;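 active = plate Z-score above 3 for both tubulin-high and condensed-nucleus cell shares, with cell loss under 80%, at 10 µM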;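 note: anti alpha tubulin signal scored within the nucleus-defined area of each cell; some results filed as inactive read as strong as hits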
# WT yeast gro inh: growth inhibition of WT yeast, mitochondrial fusion screen. AID 1362. mitochondrial fusion phenotypic screen, WT strain. 2.1% of 190,000 active. inhibition, % at 10 µM; in the data active = inhibition above about 58%; tested in S. cerevisiae
# Autophagy HCS: modulators of autophagy; AID 463193; 0.98% of 190,000 active; MEF GFP-LC3 puncta imaging; test concentration mostly 10 µM; calls only at 10 µM (by protocol);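 active = percentage of spot-positive cells more than 3 SD above its plate mean, without a fluorescence outlier flag or 80% toxicity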;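 note: spot-positive cell cutoff set from DMSO-treated cells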
# P. falciparum M1AAP: malaria alanyl aminopeptidase activity blockers – biochemical, fluorogenic H-Leu-NHMec substrate, 1536-well (AID 1445). recombinant M1AAP, H-Leu-NHMec fluorogenic kinetic assay; higher % means a stronger effect. inhibition, % at 30 µM, or IC50 in µM where a hit was titrated. 0.42% of 220,000 active;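 active = primary inhibition above the hit cutoff, then over 50% inhibition at one or more dose response concentrations, cut at about 23% in these data, passing the limit was not always enough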;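 note: plate controls were DMSO full reaction for no effect and no enzyme background for full effect; strong numbers were not always called active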
# Yfh1-off respiration: enhancers of respiration in Yfh1-depleted yeast, dose response, Friedreich's ataxia, plus single-dose screen (AID 1465); one-dose fold induction at 50 µM; EC50 in µM for titrated hits; 0.074% of 220,000 active; S. cerevisiae Yfh1-off respiration, WST-1 reduction, 72 h; higher fold induction means a stronger effect;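 active = fold induction of absorbance versus untreated yeast above a set limit, then at least 30% activation at any dose in follow-up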;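 note: activators that raise dye reduction in frataxin-depleted yeast; strong numbers were not always called active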
# P. falciparum M17LAP: P. falciparum M17LAP inhibitors, primary screen, biochemical, fluorogenic H-Leu-NHMec substrate, 1536-well (AID 1619); recombinant M17LAP, H-Leu-NHMec fluorogenic kinetic assay; higher % means a stronger effect; inhibition, % at 30 µM, or IC50 in µM where a hit was titrated; 0.38% of 220,000 active;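 active = compound inhibiting the enzyme by more than half at any dose during confirmatory dose-response retesting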;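 note: plate controls were full reaction with DMSO carrier for no effect and no enzyme background for full effect; strong numbers were not always called active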
# b-catenin transl: alters nuclear translocation of beta-catenin in HeLa cells. immunofluorescence imaging. AID 1665. 0.3% of 190,000 active. nuclear translocation activity, % at 5 µM;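 active = nuclear translocation activity above 50% at 5 µM, with a well cell count of 50 or more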;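 note: per-cell ratio of nuclear to cytoplasmic median beta-catenin stain intensity; plate controls were DMSO negative control for no effect and GSK-3 inhibitor IX positive control for full effect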
#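 Assay system: human HeLa cells, native beta-catenin; doses: 5 µM primary, 0.02–20 µM confirmation; incubation: compound treatment 24 h, 37°C, 5% CO2; technique: fluorescence imaging of beta-catenin antibody stain plus DAPI; measure: % activation, nuclear-to-cytoplasmic median beta-catenin signal ratio per cell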
# WT yeast gro inh mutant strain: recorded beside WT yeast gro inh, whose call it bears; inhibition, %; mitochondrial fusion phenotypic screen, mutant strain inhibition
# Dynein transport cytoplasmic EGFP: also measured in Dynein transport; calls as there; z-score; measured here: cytoplasmic GR-EGFP intensity; active compounds read high
# Dynein transport nuclear GR-EGFP: further read-out of Dynein transport, marked with its call; z-score; measured here: nuclear GR-EGFP intensity;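 lower value marks the stronger effect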
# Dynein transport cell count: recorded beside Dynein transport, whose call it bears; z-score; measured here: cell count per field
# b-catenin transl cell count 5 µM: recorded beside b-catenin transl, whose call it bears; cell count; measured here: cell count, cytotoxicity flag
# T cell modulator vesicle-bound %: second read-out of T cell modulator, no call of its own (marks repeat the call); double positive events, %; measured here: CD8+ vesicle-bound cell fraction;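 binding gate set so that unloaded-vesicle control wells show 10% double positive cells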
# MT stabilize HCS Hoechst-high %: also measured in MT stabilize HCS; calls as there; % Hoechst-high responders; measured here: nuclear condensation Hoechst responders;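 share of cells brighter than vehicle mean plus two SD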
# MT stabilize HCS cytotoxicity %: also measured in MT stabilize HCS; calls as there; toxicity, %; measured here: cytotoxicity by cell density;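 0% = mean cell density of plate MIN control wells and 100% = no cells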
# Autophagy HCS cell loss 18 h: also measured in Autophagy HCS; calls as there; toxicity, %; measured here: cell loss, nuclei count;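 cell loss after 18 h compound exposure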
# Starred values were filed as active, the others as inactive; i = inactive; / = no result given.
SMILES,T cell modulator,T cell modulator vesicle-bound %,Dynein transport,Dynein transport cytoplasmic EGFP,Dynein transport nuclear GR-EGFP,Dynein transport cell count,MT stabilize HCS,MT stabilize HCS Hoechst-high %,MT stabilize HCS cytotoxicity %,WT yeast gro inh,WT yeast gro inh mutant strain,Autophagy HCS,Autophagy HCS cell loss 18 h,P. falciparum M1AAP,Yfh1-off respiration,P. falciparum M17LAP,b-catenin transl,b-catenin transl cell count 5 µM
Cc1cc(=O)[nH]c(SCC(=O)N2CCN(C(c3ccccc3)c3ccccc3)CC2)n1,i,22,-0.28,-0.15,0.38,-0.57,1.9,0.3,20,13,24,i,-1,12%,i,24%,/,/
O=C(O)C1CC1c1ccc(Br)cc1 (stereo unspecified),i,25,-0.94,-0.16,-0.23,0.08,4.5,1.9,3.5,-22,-9,i,-10,3%,i,17%,-5.8,844
COc1cc(C(CCN2CCN(c3ccccc3)CC2)c2c(OC)cc(OC)c3c(C)cc(=O)oc23)cc(OC)c1OC (stereo unspecified),i,46,0.82,-0.73,0.55,-0.19,/,/,/,/,/,/,/,9%,i,6%,-2.9,1102
NCCCC[C@@H](C(=O)N1CCNCC1)n1cc([C@@H](N)CO)nn1,i,23,-0.54,-0.31,-0.062,0.51,3.8,1.4,5.1,-7,5,i,-2,6%,i,-1%,-2.6,1232
OCCN1CCN(c2ncnc3c2sc2nc(N4CCOCC4)c4c(c23)CCC4)CC1,i,65,1.3,-0.2,0.79,0.057,3.6,2.4,5.9,-5,-6,i,-5,2%,i,0%,-5.1,852
Cc1ccccc1-c1nnn(CC(=O)Nc2ccc3c(c2)OCCO3)n1,i,24,-0.67,-0.28,-0.35,0.3,3.3,2.0,4.3,6,-3,i,19,-3%,i,0%,1.8,1003
CC1(c2ccc(Cl)cc2)NC(=S)N2C1NC(=S)N2c1ccccc1 (stereo unspecified),i,31,-0.39,-0.27,0.2,0.33,/,/,/,/,/,/,/,1%,i,13%,1.0,1281
Cc1ccc2c(c1)C1CN(C)CCC1N2C(=O)c1ccccc1NS(=O)(=O)c1ccc(F)cc1C (stereo unspecified),i,44,-0.77,-0.3,-0.79,1,3.2,4.3,4.3,-2,-8,i,1,6%,i,5%,-4.8,573
O=C1CC2CS(=O)(=O)CC2N1C1CCCCC1 (stereo unspecified),i,64,-0.75,-0.18,-0.3,-0.38,4.7,2.3,2.5,4,2,i,-2,7%,i,9%,/,/
COc1ccc(CN(Cc2ccc(C(=O)O)cc2)C(=S)Nc2ccc(C)cc2)cc1OC,i,36,1.6,-0.27,1.2,-1.3,4.6,2.4,11,-12,-27,i,1,4%,i,0%,0.2,1183
Cc1ccc(NC(=O)CSc2nnc(-c3ccccc3Br)o2)cc1C,i,24,-0.7,0.079,-0.015,1.1,5.7,2.4,2.5,14,14,i,13,6%,i,2%,-2.0,1207
CCSc1ccccc1C(=O)NC1CCCCC1,i,32,-0.98,-0.37,0.016,1.6,6.4,1.8,6.6,-9,-1,i,17,6%,i,1%,-2.7,912
CC(C)C(=O)Nc1cccc(NC(=O)c2ccc(Cl)cc2Cl)c1,i,41,0.17,-0.26,0.23,0.76,1.5,3.1,9.1,-18,5,i,2,7%,i,8%,-2.3,1072
Cc1ccc(C(=O)O)cc1-n1c(C)cc(C=O)c1C,i,55,-0.43,-0.34,-0.055,0.65,3.0,2.1,3.5,-7,11,i,5,2%,i,22%,0.6,1572
COc1cccc(-c2cc(C(F)(F)F)n3nc(C(=O)N4CCCCC4c4cccnc4)cc3n2)c1 (stereo unspecified),i,47,-0.25,-0.29,-0.1,0.96,2.7,3.3,7.8,27,-17,i,14,-5%,i,1%,/,/
Cc1cc(C)n(CC(O)CN2c3ccccc3Sc3ccccc32)n1 (stereo unspecified),i,45,-0.29,-0.27,0.27,0.076,3.3,3.2,13,73*,46*,i,11,0%,i,7%,-3.0,915
O=C(Nc1cccc(NC(=O)c2ccco2)c1)c1ccc([N+](=O)[O-])cc1,i,40,-1.2,0.44,-0.38,0.53,1.5,1.3,0.3,8,7,i,-2,1%,i,6%,1.4,1254
O=C(Cn1c(=O)[nH]c2ccsc2c1=O)NC1CCCCCC1,i,19,0.42,-0.19,0.65,-1.5,3.5,1.3,11,3,-9,i,-4,9%,i,9%,-3.4,1226
COc1ccc(NC2=CC(c3ccc(OC)c(OC)c3)N(c3ccc(OC)cc3)C2=O)cc1 (stereo unspecified),i,49,-0.85,-0.32,-0.51,0.97,7.8,2.4,8.9,7,10,i,7,4%,i,3%,-0.5,554
O=[N+]([O-])c1ccc2nc(-c3ccccn3)[nH]c2c1,i,40,-0.095,-0.25,0.051,0.78,/,/,/,/,/,/,/,-10%,i,6%,-0.1,1377
CCOC(=O)C(/C=N/c1cc(C)nn1-c1ccccc1)=C(\C)O,i,41,-1,-0.21,-0.65,0.86,1.8,1.4,13,4,8,i,-1,5%,i,8%,/,/
c1ccc(-n2ncc3c(NC4CCCCCC4)ncnc32)cc1,i,33,0.023,-0.71,0.4,-0.95,/,/,/,4,-9,/,/,-1%,i,1%,-0.4,1253
CC(NC(=O)Cc1c(F)cccc1Cl)C1CCCO1 (stereo unspecified),i,53,-0.53,-0.15,-0.26,0.27,0.7,1.4,21,-12,3,i,3,1%,i,3%,/,/
Cc1sc2nc(SCC(=O)NCCO)n(-c3ccccc3)c(=O)c2c1C,i,22,-0.48,-0.26,0.17,0.39,1.7,1.6,8.1,4,0,i,-12,/,i,/,-1.1,964
O=S(=O)(Nc1cccc(-c2ccc3nncn3n2)c1)c1ccc(Cl)s1,i,58,0.4,-0.34,-0.055,0.62,2.4,2.3,3.9,-15,-13,i,27,3%,i,26%,-0.1,1125
COc1cc(C2N(c3ccc(Cl)c(Cl)c3)C(=O)C3CCCN32)cc(OC)c1OC (stereo unspecified),i,5,-0.82,0.22,-0.36,0.88,4.9,3.7,8.0,-7,-10,i,0,4%,i,-1%,3.1,1403
CS(=O)(=O)c1ccc(Cl)c(S(=O)(=O)NCc2ccccc2)c1,i,31,-0.2,-0.2,0.23,-0.089,2.0,0.5,41,-22,-2,i,-2,4%,i,8%,-0.4,1113
O=C(CSc1nnc(CCCN2C(=O)c3cccc4cccc(c34)C2=O)n1-c1ccccc1)NCCCN1CCOCC1,i,22,-1.1,-0.24,0.14,0.67,4.0,3.1,12,-9,-10,i,-6,16%,i,45%,-1.9,590
CCOCCCNCC(=O)Nc1ccc(OC(F)(F)F)cc1,i,9,0.3,-0.26,0.25,-0.11,2.1,0.9,4.7,-18,-27,i,30,5%,i,-1%,/,/
O=C(NC(=S)Nc1nc2ccccc2s1)c1cccs1,i,12,-0.35,-0.28,-0.4,0.55,4.4,2.8,5.7,34,29,i,-5,13%,i,18%,-0.4,815
Oc1ccc(CN2CCc3ccccc3C2)c2cccnc12,i,32,-0.72,-0.13,-0.19,0.5,1.7,0.3,38,-10,2,i,42,-11%,i,5%,0.5,1049
Cc1csc(SCc2nnc(-c3ccccc3Br)o2)n1,i,13,-1.6,0.76,-0.72,1.2,2.7,1.6,9.6,3,-6,i,21,5%,i,7%,3.6,1504
COc1ccc(OCC(=O)N/N=C2/C=C(C)CC2)cc1,i,18,-0.43,-0.29,0.09,0.17,3.7,2.6,6.5,-5,9,i,3,-4%,i,8%,-1.2,982

# Screening results deposited in PubChem BioAssay by several laboratories.
